Compound activity from PubChem.
L929 necroptosis = L929 zVAD cell death inhibition. L929 zVAD necroptosis rescue, ATP luminescence, 24 h; with zVAD 60 µM. AID 1377. 0.38% of 220,000 active. viability rescue, % at 10 µM;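 active means activation, scaled between plate controls, above about 75%, limit read from the data; inactive means activation under that limit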;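 further: 0% = zVAD with DMSO and 100% = DMSO alone without zVAD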
Runt-CBFb FRET = inhibitors of human RUNX1 Runt domain binding to CBFb; Q01196+Q13951; Cerulean-Runt/Venus-CBFb FRET ratio 530/480, 1 h; inhibition, % at 20 µM; 0.46% of 220,000 active;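 active means inhibition over about 50% at 20 µM in the single-dose screen, limit read from the data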;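 further: 0% = DMSO wells and 100% = excess unlabeled CBFb competitor control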
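Assay system: Cerulean-tagged RUNX1 Runt domain (FRET donor) fusion protein / Amount: 100 nM each of Venus-CBFb and Cerulean-Runt domain / Medium: Tris buffer pH 7.5 with salts and BSA / Also added: Venus-CBFb 100 nM / Schedule: 1 h complex formation plus 1 h compound treatment, room temperature / Signal: FRET fluorescence / Read-out: loss of energy transfer signal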
TNF necrop inh = blocks TNF-alpha induced death of Jurkat FADD-/- cells; Jurkat FADD-/- TNF necroptosis rescue, ATP luminescence, 24 h; 0 = TNF only, 100 = no-TNF cells; activation (protection from cell death), % at 10 µM; 0.068% of 220,000 active;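 active means activation, meaning protection from cell death, of at least 50% relative to plate controls; inactive means activation below 50%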;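 further: necroptosis triggered by 40 ng/mL TNF-alpha added together with compound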
EP2 antag = blocks the human prostaglandin E2 receptor EP2; C6 glioma cells expressing human EP2, cAMP TR-FRET; cells stimulated with saturating PGE2; inhibition, % at 25 µM; 0.52% of 260,000 active; AID 1422;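 active means percent inhibition above 40 after rounding to a whole number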;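 further: rat C6 glioma host cells with rolipram phosphodiesterase inhibitor present; the protocol text gives 20 µM as final concentration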
Hck Nef HTS = inhibitors of human Hck kinase activated by Nef | inhibition, % at 20 µM | 0.68% of 220,000 active | Recombinant Hck-YEEI plus Nef, Z-Lyte FRET kinase assay | AID 463187;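 active means Hck-Nef kinase inhibition above about 50%, limit read from the data; inactive means inhibition below that limit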;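 further: 0% = DMSO with Hck plus Nef and 100% = Hck alone without Nef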
Target sequence (P08631 whole entry, looked up): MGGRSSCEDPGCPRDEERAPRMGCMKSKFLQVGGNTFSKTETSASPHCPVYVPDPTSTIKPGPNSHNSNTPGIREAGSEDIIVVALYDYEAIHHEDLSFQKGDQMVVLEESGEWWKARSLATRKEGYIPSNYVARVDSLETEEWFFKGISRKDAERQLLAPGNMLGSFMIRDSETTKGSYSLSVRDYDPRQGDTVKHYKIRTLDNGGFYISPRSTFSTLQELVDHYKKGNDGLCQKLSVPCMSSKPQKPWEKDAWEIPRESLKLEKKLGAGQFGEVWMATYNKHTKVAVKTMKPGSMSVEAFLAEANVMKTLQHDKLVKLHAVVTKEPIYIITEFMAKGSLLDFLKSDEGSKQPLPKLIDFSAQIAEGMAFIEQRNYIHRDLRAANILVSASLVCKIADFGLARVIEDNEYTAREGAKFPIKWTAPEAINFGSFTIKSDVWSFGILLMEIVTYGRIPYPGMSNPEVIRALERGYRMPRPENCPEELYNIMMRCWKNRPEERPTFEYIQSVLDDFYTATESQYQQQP
RBBP9 inh = human RBBP9 hydrolase inhibition | O75884 | recombinant RBBP9, FP-Rh probe fluorescence polarization | inhibition, % at 7.94 µM | 0.2% of 220,000 active;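 active means inhibition above the campaign mean of all tested compounds plus 3 SD, cut at about 14% in these data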;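 further: plate controls were DMSO wells with RBBP9 for no effect and wells lacking RBBP9 protein for full effect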
Target sequence (O75884 whole entry, looked up): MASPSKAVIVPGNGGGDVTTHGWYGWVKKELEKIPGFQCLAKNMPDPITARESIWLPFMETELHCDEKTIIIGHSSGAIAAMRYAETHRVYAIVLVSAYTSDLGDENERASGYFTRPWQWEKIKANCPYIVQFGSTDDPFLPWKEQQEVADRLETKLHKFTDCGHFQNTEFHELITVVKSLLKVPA
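Test system – recombinant human RBBP9 · Input – RBBP9 2.5 µM in dispensing solution, pre-mixing · Medium – Tris buffer pH 8.0, NaCl, Pluronic · Schedule – preincubation 30 min plus labeling 45 min at 25 °C · Measured by – fluorescence polarization · Measure – % inhibition · Controls – DMSO and no-protein wells · Replicates – one well per compound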
Runt-SMMHC FRET = blocks binding of human RUNX1 Runt domain to CBFb-SMMHC | inhibition, % at 20 µM | Q01196+Q13951 | Cerulean-Runt/Venus-CBFb-SMMHC FRET ratio 530/480, 1 h | AID 1434 | 0.74% of 220,000 active;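 active means mean inhibition across duplicate retests at 20 µM reaching about 50%, limit read from the data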;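 further: 0% = DMSO wells and 100% = wells with excess untagged CBFb-SMMHC; inhibitors lower the FRET ratio by blocking Runt binding to CBFb-SMMHC; some results filed as inactive read as strong as hits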
EP2 mod = modulates human prostaglandin E2 receptor EP2 signaling; induction, % at 25 µM; P43116; AID 940; 0.83% of 260,000 active; EP2-expressing cells, cAMP HTRF FRET, PGE2 co-stimulation;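 active means compounds whose cAMP rise, as percent of the full-agonist control response, exceeds 60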;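 further: rat C6 glioma line stably carrying human EP2 under a CMV promoter; the protocol text gives 20 µM as final concentration; 100% = response of wells given 1 µM PGE2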
PERK inhibitor = inhibitors of human PERK kinase; Q9NZJ5; CHO PERK-DD fusion, SEAP luminescence translation reporter; inhibition, % at 5.6 µM; 0.17% of 220,000 active;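 active means inhibition above the mean inhibition of all tested compounds plus 3 SD, set separately per screening campaign, cut at about 2.9% in these data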;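 further: PERK kinase domain activated by AP20187 dimerizer at 100 nM; 0% = DMSO with dimerizer and 100% = rapamycin at 8.4 µM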
* hit, by the source's call; . = no result given; & = joins results of further samples. These rows are one share of the data, so the mix of outcomes need not match the whole.

Order of results: L929 necroptosis	Runt-CBFb FRET	TNF necrop inh	EP2 antag	Hck Nef HTS	RBBP9 inh	Runt-SMMHC FRET	EP2 mod	PERK inhibitor
- Cc1ccc(C)c2c3c([nH]c12)-c1nonc1CC3
    -0.7	1	0.3	1	-17	-12	4	39	-0.2
- COCCn1nnnc1C(c1ccc(OC)cc1OC)N1CCN(c2ccccc2)CC1 (stereo not given)
    0.1	0	0.5	8	2	3	-3	-4	-1.1
- CCc1ccc(NC2=NCC(=O)N2c2ccc3c(c2)OCCO3)cc1
    -0.7	3	-0.5	16	-22	-4	1	22	0.7
- COC(=O)c1cc(Br)c(=O)n(-c2ccc(F)cc2)c1
    0.1	1	0.4	13	-1	-5	0	14	0.5
- C/C(=N/NC(=O)OC(C)(C)C)c1ccco1
    0.6	1	0.7	6	0	-6	-4	-9	0.4
- Cc1occc1C(=O)NNC(=O)C1CCCC1
    0.6	0	0.2	1	14	-2	4	11	0.7
- CC(=O)c1ccc(NC(=O)/C(=C\c2cccs2)NC(=O)c2ccco2)cc1
    2.6	0	-0.4	4	22	-12	0	25	0.2
- C=CCn1c(SCCC)nc(O)cc1=O
    -0.8	1	-0.1	6	-3	-9	-4	10	1.0
- O=C1OCc2cc(NS(=O)(=O)c3cccs3)ccc21
    0.9	-1	0.4	3	5	5	-1	6	-0.8
- COCCNc1nc2nonc2nc1N1CCC(N(C)C)C1 (stereo not given)
    0.1	0	0.1	2	22	2	-6	1	-0.3
- Cc1ccc(-c2nnc(-c3ccc(Br)cc3)o2)o1
    -0.2	0	-1.3	12&8	1	-4	2	22&22	1.3
- CN1C(=O)/C(=C\C(=O)c2cccs2)c2ccccc21
    86*	10	-9.0	60*	14	-5	8	-30	1.3
- COc1ccccc1OC(=O)CN1C(=O)c2ccccc2C1=O
    1.1	-1	0.4	3	3	0	-2	11	2.1
- CCN(CC)c1ccc2c(C)c(CN3CCOCC3)c(=O)oc2c1
    0.8	11	2.1	4	102*	0	41	-50	-0.4
- O=C(NCc1cccnc1)C1c2ccccc2C(=O)N1Cc1ccccc1 (stereo not given)
    1.2	0	1.0	10	2	-6	0	11	1.1

Entries of single compounds from above:
CN1C(=O)/C(=C\C(=O)c2cccs2)c2ccccc21 as listed: L929 necroptosis = 86*; Runt-CBFb FRET = 10; TNF necrop inh = -9.0; EP2 antag = 60*; Hck Nef HTS = 14; RBBP9 inh = -5; Runt-SMMHC FRET = 8; EP2 mod = -30; PERK inhibitor = 1.3
C/C(=N/NC(=O)OC(C)(C)C)c1ccco1 as listed: L929 necroptosis = 0.6; Runt-CBFb FRET = 1; TNF necrop inh = 0.7; EP2 antag = 6; Hck Nef HTS = 0; RBBP9 inh = -6; Runt-SMMHC FRET = -4; EP2 mod = -9; PERK inhibitor = 0.4

The listing continues.
Order of results: L929 necroptosis	Runt-CBFb FRET	TNF necrop inh	EP2 antag	Hck Nef HTS	RBBP9 inh	Runt-SMMHC FRET	EP2 mod	PERK inhibitor
- CCOC(=O)c1ccc(NC(=O)C2=C(C)Nc3nc(CCCO)nn3C2c2ccc(OC)cc2)cc1 (stereo not given)
    -0.1	.	-5.0	7	0	3	.	-3	0.2
- COc1ccc(CCNC(=O)Cn2cnc3c(nnn3Cc3ccc(C)cc3)c2=O)cc1OC
    1.7	-4	-1.1	9	6	-3	1	15	0.0
- N#Cc1cc(-c2ccccc2)nnc1Oc1ccccc1Cl
    -0.2	-1	1.3	9	3	-3	0	-23	1.9
- Nc1ncc(Br)cc1S(=O)(=O)NCCC(=O)N1CCN(c2ccccn2)CC1
    .	-2	22	5	-3	3	1	-5	-0.6
- CN1/C(=C\C(=S)Nc2ccccc2)C(C)(C)c2ccccc21
    -1.2	9	-4.8	21	18	-10	2	-32	0.1
- COc1ccc(NC(=S)Nc2ccc(S(=O)(=O)N3CCOCC3)cc2)c(OC)c1
    0.2	3	2.8	3	-2	-8	0	-13	0.0
- COc1cc(C)c(CNc2ccc(OC)c(OC)c2)cc1C
    -0.4	-1	-1.6	6	-1	1	-12	5	0.9
- O=C(O)CCc1cc(I)c(Oc2ccc(O)c(I)c2)c(I)c1
    0.2	-5	0.0	.	39	.	-6	15	.
- CC(C)CCN1CCN(Cc2cn[nH]c2C2CCCCC2)CC1CCO (stereo not given)
    -0.1	0	1.5	6	21	-7	0	-2	-0.2
- O=C(NC(N1CCOCC1)C(Cl)(Cl)Cl)c1cc([N+](=O)[O-])cc([N+](=O)[O-])c1 (stereo not given)
    -0.8	1	-1.8	2	25	1	3	3	0.4
- COC(=O)c1ccc(/C=N/NC(=O)CC(=O)NCc2cccnc2)cc1
    3.1	1	-0.6	9	-15	1	2	-9	1.2
- O=C(CSCc1c(Cl)cccc1Cl)Nc1ccccc1C(=O)N1CCOCC1
    -0.5	1	-1.1	23	2	2	-3	-2	-0.4
- COc1ccc(Cl)cc1NC(=O)c1ocnc1C
    1.0	-3	-1.0	12	2	-1	-2	8	1.4
- COc1cccc(OCCSc2nc3ccccc3c(=O)[nH]2)c1
    1.4	0	0.2	3	17	-12	-3	41	-0.6
- CS(=O)(=O)N(CC(=O)NC1CCCCC1)Cc1ccc(Cl)cc1
    0.0	-1	-1.4	9	0	-8	0	29	-0.7
- C=C(C)CC1Nc2ccccc2NC1CC(=C)C (stereo not given)
    -0.8	-13	-0.8	11	-6	2	-40	40	0.3
- CCOC(=O)Cc1cnc(N)s1
    4.5	-2	1.0	3	21	6	1	-2	1.5
- CN(C)c1ccc(N/C=C/C(=O)C(F)(F)F)cc1
    2.7	7	4.7	7	21	8	1	-12	0.2
- COc1ccc(OC)c(CNC(=O)CCCc2cn(C)c3ccccc23)c1
    .	-2	2.1	7	-6	0	-10	-47	0.3
- COc1ccc(OC)c(NC(=O)C2CCCCC2C(=O)O)c1 (stereo not given)
    0.3	0	0.2	10	7	4	6	22	1.8
- CCn1c(-c2ccccc2)c(C(=O)CC#N)c2ccccc21
    1.5	-1	-0.1	7	-11	0	2	38	0.5
- CCO[C@@H]1OC(C(=O)N2CCN(Cc3ccc4c(c3)OCO4)CC2)=C[C@H](c2ccc3c(c2)OCO3)[C@H]1CCCO
    0.8	-1	2.4	10	8	3	0	0	1.5
- Cc1cccc(N(C)C(=O)c2cc3cc4ccc(C)cc4nc3o2)c1
    -0.3	-2	-1.0	26	0	-12	-1	-2	0.2
- CN(C)c1ccc2c(O)cc(=O)n(C)c2c1
    2.1	16	-0.2	11	2	2	-4	14	0.9
- CCOc1ccc(-c2nnn(CC(=O)NCc3ccc4c(c3)OCO4)n2)cc1
    0.0	-4	-0.1	1	32	1	6	2	0.0
- CC1=C(C(=O)OC(C)C)C(c2ccncc2)n2ncnc2N1 (stereo not given)
    -0.2	1	-0.6	20	5	-8	-7	-31	-0.3
- Nc1nc(SCC(=O)Nc2ccc(Cl)c(S(=O)(=O)N3CCOCC3)c2)n[nH]1
    1.4	-2	1.0	15	2	9	-4	-3	1.4
- CC(=O)c1cccc(NC(=O)CN(Cc2ccccc2)S(C)(=O)=O)c1
    0.1	2	-0.9	-1	0	-7	0	31	-0.1
- COC(=O)[C@@H](NC(=O)N1CCC(C)CC1)C(C)C
    1.5	1	0.9	8	4	6	-7	5	1.6
- CC(=O)Nc1cccc(OCC(=O)Nc2sccc2C(N)=O)c1
    -0.4	-1	-6.6	11	18	-14	1	-41	0.1
- CC1(C)[C@H]2CC=C(CN3CCC(N4CCC(C(=O)N5CCCC5)CC4)CC3)[C@@H]1C2
    -0.3	0	1.3	8	-10	-4	4	-28	-0.1
- Fc1ccc(-c2cc(C(F)(F)F)n3ncnc3n2)cc1
    3.2	2	0.5	8	20	-9	1	7	0.0
- CCc1ccccc1NS(=O)(=O)c1ccc2c(c1)NC(=O)CC(=O)N2
    -0.6	0	-0.3	4	1	-2	-1	0	0.5

Entries from the list above containing a Cl atom (6):
Order of results: L929 necroptosis	Runt-CBFb FRET	TNF necrop inh	EP2 antag	Hck Nef HTS	RBBP9 inh	Runt-SMMHC FRET	EP2 mod	PERK inhibitor
- N#Cc1cc(-c2ccccc2)nnc1Oc1ccccc1Cl
    -0.2	-1	1.3	9	3	-3	0	-23	1.9
- O=C(NC(N1CCOCC1)C(Cl)(Cl)Cl)c1cc([N+](=O)[O-])cc([N+](=O)[O-])c1 (stereo not given)
    -0.8	1	-1.8	2	25	1	3	3	0.4
- O=C(CSCc1c(Cl)cccc1Cl)Nc1ccccc1C(=O)N1CCOCC1
    -0.5	1	-1.1	23	2	2	-3	-2	-0.4
- COc1ccc(Cl)cc1NC(=O)c1ocnc1C
    1.0	-3	-1.0	12	2	-1	-2	8	1.4
- CS(=O)(=O)N(CC(=O)NC1CCCCC1)Cc1ccc(Cl)cc1
    0.0	-1	-1.4	9	0	-8	0	29	-0.7
- Nc1nc(SCC(=O)Nc2ccc(Cl)c(S(=O)(=O)N3CCOCC3)c2)n[nH]1
    1.4	-2	1.0	15	2	9	-4	-3	1.4
